Bioassay records (PubChem)
mHTT CaM bind = disrupts binding of mutant huntingtin to calmodulin; P42858; AlphaScreen His-mHTT/GST-CaM binding, luminescence; inhibition, % at 15 µM; 190,000 tested, 3.6% active; AID 1671202;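 also: 0% = both proteins with DMSO and 100% = one protein alone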
Target sequence (P42858 whole entry, looked up, stated change not applied): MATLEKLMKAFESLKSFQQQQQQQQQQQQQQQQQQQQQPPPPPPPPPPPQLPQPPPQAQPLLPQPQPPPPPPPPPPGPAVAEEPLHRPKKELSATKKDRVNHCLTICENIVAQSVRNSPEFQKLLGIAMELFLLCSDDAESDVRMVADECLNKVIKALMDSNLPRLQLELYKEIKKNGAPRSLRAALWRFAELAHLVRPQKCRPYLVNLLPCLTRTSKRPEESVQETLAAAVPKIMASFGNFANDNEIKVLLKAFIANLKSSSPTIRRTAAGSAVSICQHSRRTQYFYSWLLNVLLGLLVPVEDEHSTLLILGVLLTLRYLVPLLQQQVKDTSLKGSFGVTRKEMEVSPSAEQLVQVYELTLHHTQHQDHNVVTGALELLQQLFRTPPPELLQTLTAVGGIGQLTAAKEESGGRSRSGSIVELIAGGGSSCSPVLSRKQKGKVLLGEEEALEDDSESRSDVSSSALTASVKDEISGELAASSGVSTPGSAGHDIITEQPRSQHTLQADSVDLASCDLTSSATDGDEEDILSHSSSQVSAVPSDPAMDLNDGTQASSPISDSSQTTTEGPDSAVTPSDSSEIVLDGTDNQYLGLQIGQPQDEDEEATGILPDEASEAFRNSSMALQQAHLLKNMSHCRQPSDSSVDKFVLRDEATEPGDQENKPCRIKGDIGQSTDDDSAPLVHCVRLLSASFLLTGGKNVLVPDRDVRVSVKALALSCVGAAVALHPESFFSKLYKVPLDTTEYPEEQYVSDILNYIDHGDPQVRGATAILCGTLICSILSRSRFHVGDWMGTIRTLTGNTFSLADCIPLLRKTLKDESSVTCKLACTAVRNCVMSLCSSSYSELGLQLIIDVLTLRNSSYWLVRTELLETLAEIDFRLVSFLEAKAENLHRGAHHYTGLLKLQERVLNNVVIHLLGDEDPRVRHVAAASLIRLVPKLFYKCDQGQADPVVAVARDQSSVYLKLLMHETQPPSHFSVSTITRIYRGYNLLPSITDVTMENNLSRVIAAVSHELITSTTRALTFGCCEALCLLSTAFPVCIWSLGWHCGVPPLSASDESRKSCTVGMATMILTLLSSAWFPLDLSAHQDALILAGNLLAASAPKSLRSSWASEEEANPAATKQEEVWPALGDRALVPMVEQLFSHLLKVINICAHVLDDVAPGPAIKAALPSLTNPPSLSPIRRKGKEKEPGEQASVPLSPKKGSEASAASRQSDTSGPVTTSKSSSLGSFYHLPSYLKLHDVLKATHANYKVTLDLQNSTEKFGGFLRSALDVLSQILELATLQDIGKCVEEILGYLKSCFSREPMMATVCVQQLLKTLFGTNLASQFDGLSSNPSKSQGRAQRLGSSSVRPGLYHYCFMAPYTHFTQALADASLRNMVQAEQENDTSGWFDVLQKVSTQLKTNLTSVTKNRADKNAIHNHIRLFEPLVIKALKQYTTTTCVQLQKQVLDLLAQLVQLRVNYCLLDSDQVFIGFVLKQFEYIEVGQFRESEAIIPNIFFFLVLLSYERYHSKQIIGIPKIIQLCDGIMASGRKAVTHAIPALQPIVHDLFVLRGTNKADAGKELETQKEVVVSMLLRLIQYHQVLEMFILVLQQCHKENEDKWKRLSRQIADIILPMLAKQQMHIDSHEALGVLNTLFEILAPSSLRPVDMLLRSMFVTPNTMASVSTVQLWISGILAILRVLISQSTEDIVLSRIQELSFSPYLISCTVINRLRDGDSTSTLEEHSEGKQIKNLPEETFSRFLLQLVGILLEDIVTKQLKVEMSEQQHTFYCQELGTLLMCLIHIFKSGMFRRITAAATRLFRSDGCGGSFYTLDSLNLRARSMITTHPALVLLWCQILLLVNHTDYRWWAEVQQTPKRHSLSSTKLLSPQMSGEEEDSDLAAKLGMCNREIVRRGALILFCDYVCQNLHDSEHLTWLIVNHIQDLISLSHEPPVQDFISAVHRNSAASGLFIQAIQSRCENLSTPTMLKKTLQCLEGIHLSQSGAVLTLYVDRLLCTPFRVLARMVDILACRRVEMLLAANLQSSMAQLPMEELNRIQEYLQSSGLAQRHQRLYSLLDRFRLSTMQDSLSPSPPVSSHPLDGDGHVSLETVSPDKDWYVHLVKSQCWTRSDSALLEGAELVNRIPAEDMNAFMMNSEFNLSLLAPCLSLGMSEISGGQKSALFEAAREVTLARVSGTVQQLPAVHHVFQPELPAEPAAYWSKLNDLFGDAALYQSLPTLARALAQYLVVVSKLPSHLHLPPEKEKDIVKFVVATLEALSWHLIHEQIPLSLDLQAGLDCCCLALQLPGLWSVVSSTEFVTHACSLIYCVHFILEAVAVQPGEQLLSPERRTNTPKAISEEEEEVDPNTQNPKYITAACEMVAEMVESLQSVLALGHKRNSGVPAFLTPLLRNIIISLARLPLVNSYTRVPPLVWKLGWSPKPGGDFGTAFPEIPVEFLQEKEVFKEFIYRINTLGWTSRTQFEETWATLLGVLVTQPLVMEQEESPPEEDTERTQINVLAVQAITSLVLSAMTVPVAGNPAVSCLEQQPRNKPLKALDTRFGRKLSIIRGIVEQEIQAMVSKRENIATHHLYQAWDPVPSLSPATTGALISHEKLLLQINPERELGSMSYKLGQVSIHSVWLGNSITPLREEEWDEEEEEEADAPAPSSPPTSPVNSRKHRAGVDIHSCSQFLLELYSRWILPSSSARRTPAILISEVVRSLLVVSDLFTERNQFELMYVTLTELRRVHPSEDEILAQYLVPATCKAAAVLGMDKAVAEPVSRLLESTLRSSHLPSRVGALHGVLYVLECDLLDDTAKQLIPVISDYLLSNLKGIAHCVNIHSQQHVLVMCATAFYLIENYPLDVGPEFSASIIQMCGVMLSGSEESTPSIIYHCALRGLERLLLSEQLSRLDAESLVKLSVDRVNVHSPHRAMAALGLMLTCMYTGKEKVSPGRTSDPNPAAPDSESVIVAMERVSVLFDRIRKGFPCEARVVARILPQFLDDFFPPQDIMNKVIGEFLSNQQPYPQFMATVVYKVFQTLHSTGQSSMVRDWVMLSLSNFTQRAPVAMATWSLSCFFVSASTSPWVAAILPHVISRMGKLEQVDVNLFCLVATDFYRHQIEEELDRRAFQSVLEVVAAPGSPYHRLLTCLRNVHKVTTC
Pf apPOL inh = Pf-apPOL DNA polymerase inhibition | Recombinant Pf-apPOL, molecular beacon fluorescence, 1.5 h | inhibition, % at 10 µM | 210,000 tested, 0.25% active
* marks the source's active call; other numbers are inactive results; . = not tested or not shown; & = joins results of further samples. Rule as the data show it: active = inhibition above about 50%; inactive = the rest.

compound | mHTT CaM bind | Pf apPOL inh
O=C(NC1CC1)C1CCN(c2ncccc2-c2nc(-c3cccc(F)c3)no2)CC1 | 0.7 | -1.9
COc1ccc(-c2cc(=O)c3ccccc3[nH]2)cc1 | -4.7 | -9.8
O=C(NCc1cccc(F)c1)N1CCc2c(nc3cc(-c4ccccc4)[nH]n3c2=O)C1 | -2.5 | -1.4
O=c1c(-c2ccccc2)coc2c(CN3CCCC3)c(O)ccc12 | 0.7 | -4.2
COCCNC(=O)COc1cccc2c1CCNC2=O | -6.9 | -4.7
CC(C)c1nccn1S(=O)(=O)c1ccc(I)cc1 | -4.7 | -0.4
CC(C)(C)CC(=O)Nc1ccc(Br)cc1F | -18.6 | -6.6
CCC(=O)Nc1cc2nn(-c3ccc(C)cc3)nc2cc1Cl | 2.5 | 7.7
Cc1cc(-n2ccc(=O)[nH]c2=O)nc(-c2ccccc2)n1 | -6.0&0.7 | -3.7&0.9
COc1ccc(-n2nnnc2SCCC(=O)NC2CCCC2)cc1 | -9.3 | -5.7
COc1ccccc1C1Nc2ccccc2NC2=C1C(=O)CC(c1ccc(Cl)cc1)C2 (stereo not drawn) | 5.0 | -11.1
Cn1c2c(c(=O)n(C)c1=O)C(c1cccc(Cl)c1Cl)C1C(=O)c3ccccc3C1=N2 (stereo not drawn) | 14.0 | 5.8
Cc1nc(C)c(Cc2cccc(F)c2)c(N2CCN(C(=O)C(C)(C)CCl)CC2)n1 | 1.3 | 2.2
O=C(NCc1cccc(Cl)c1)c1cc(C2CC2)n2nccc2n1 | -63.4 | -4.2
Cc1ccc(O)c(-c2cc(-c3cccs3)[nH]n2)c1 | 56.0* | 3.4
O=C(NCc1cccc(Cl)c1)c1cnn2c3c(cnc12)CCCCCC3 | -2.5 | -1.7
COc1cc(F)ccc1S(=O)(=O)n1cnc2ccccc21 | -6.0 | 5.1
Fc1cccc(-c2noc(-c3ccc(N4CCCCC4)nc3)n2)c1 | -12.0 | 1.4
COc1ccccc1CN1Cc2cccc3c2[C@@H](CC1=O)[C@H](O)[C@H](O)C3 | -1.7 | -2.9
Fc1cccc(Cl)c1C1C=C(c2ccc(I)cc2)Nc2ncnn21 (stereo not drawn) | 15.0 | 1.1
O=C(Cc1cccs1)N1CC(C(=O)N2CCOCC2)CC(c2ccccc2)C1 (stereo not drawn) | 7.9 | 2.8
CCC(=O)N1CCc2sc(S(=O)(=O)Nc3ccc(OC)cc3C)cc2C1 | 25.7 | -2.0
O=C1CC(N2CCC(C(O)(c3ccccc3)c3ccccc3)CC2)C(=O)N1c1ccc(F)cc1 (stereo not drawn) | 48.1 | -5.6
O=C(NC1CC2CC1N(C(=O)Cc1c(F)cccc1Cl)C2)c1cccnc1 (stereo not drawn) | -0.9 | -7.9
C=CCNC(=O)C(C)Sc1ccc(Cl)cc1 (stereo not drawn) | -0.8 | -4.7
CC(C)c1ccc(NC(=O)COc2ccc([N+](=O)[O-])cc2)cc1 | -4.3 | 3.6
O=C1CC(NC(=O)c2ccc(=O)[nH]c2)CN1 (stereo not drawn) | -9.6 | -1.1
O=c1[nH]c2ccc(Cl)cc2c(-c2ccccc2)c1SCCO | 15.9 | -3.6
COC(=O)CNC(=O)N1CCCC1c1ccc(Cl)cc1 (stereo not drawn) | -7.4 | 0.0
CCc1ccc(CNC(=O)c2ccc3c(c2)N(C)C(=O)C2CCCCN32)cc1 (stereo not drawn) | 19.9 | -2.1
COCc1cc(C)nc(Oc2ccccc2)c1C#N | -25.0 | -2.9
CC(=Nc1ccccc1)C1=C(O)CCCC1=O | 0.9 | -6.8
Cc1[nH]c(C(=O)N2CCC(CC(=O)NCCCN3CCN(C)CC3)CC2)c(C)c1C | -1.7 | -1.0
CSc1nn(-c2ccccc2)cc1-c1noc(-c2cccs2)n1 | . | 1.2
COc1ccccc1CNC(=O)CCC1CCCN(C(=O)Nc2ccc(Cl)cc2)C1 (stereo not drawn) | 9.1 | -3.6
COc1ccccc1CNC(=O)c1cnn2c(C)c(Cc3cccc(Br)c3)c(C)nc12 | 6.0 | -10.6
Cc1ccc(Nc2nc(-c3ccccc3)cs2)cc1Cl | 54.5* | -6.8
COc1ccc(CCC(=O)Nc2ccc(C)cc2Br)cc1 | -14.0 | 2.5
C[C@H]1COc2cc(Br)ccc2S(=O)(=O)N1Cc1cn(Cc2ccc(F)cc2)nn1 | 2.1 | -3.9
O=C(O)C1CC=CCC1C(=O)Nc1nc2ccccc2s1 (stereo not drawn) | -5.0 | -2.2
Oc1oc(-c2ccccc2F)nc1C=Nc1cccc(Cl)c1 | 3.0 | 72.5*
Cc1ccc(NC(=O)CSc2nc3c(c(=O)n2-c2ccc(F)cc2)SCC3)cc1 | 3.0 | 1.4
CC1(C)CCC2=C(C1=O)C(c1ccc(O)cc1)C1=C(CCC(C)(C)C1=O)O2 | 3.0 | -3.9
Cc1ccc([N+](=O)[O-])c(C2=N/C(=C/c3ccc(Cl)cc3)C(=O)O2)c1 | 8.0 | -11.7
COc1ccc(-c2coc3c(CN(C)Cc4ccccc4)c(O)ccc3c2=O)cc1OC | -2.4 | 3.7
O=C(NC1CCCC1)c1nc(-c2ccc(N3CCCCC3)cc2)no1 | -9.7 | 0.6
CCOc1ccccc1N1C(=O)CC(N(O)c2ccccc2)C1=O (stereo not drawn) | 1.2 | 3.5
NC(=NOC(=O)CCn1cccc(C(F)(F)F)c1=O)c1ccc(OC(F)(F)F)cc1 | . | -3.3
O=C1C(=O)N(c2ccccn2)C(c2ccc(F)cc2)C1=C(O)c1ccccc1 (stereo not drawn) | -1.7 | -10.1
COc1ccc(NC(=O)C23CCC(C2)C(C)(C)C3=O)cc1 (stereo not drawn) | -2.8 | -6.2

Following part:
compound | mHTT CaM bind | Pf apPOL inh
Cc1cccc(CC(=O)N2CCC(OCc3nc(C4CC4)no3)CC2)c1 | -2.9 | -3.0
CCOc1ccccc1NC(=O)c1c(NC(=O)CNCC2CCCO2)sc2c1CCC2 (stereo not drawn) | 3.0 | -2.2
Cc1cn(CCC(=O)NC2Cc3ccccc3C2)c2ccccc12 | . | 2.1
COc1cccc(CNC(=O)C2CCN(c3c(C#N)cnc4ccc(F)cc34)CC2)c1 | -3.7 | 0.1
COc1ccc(CSc2nnnn2C)cc1F | -9.7 | -4.7
COc1ccc(SC[C@H](Cc2ccccc2)N2CC[C@@H](NC(=O)OCc3ccccc3)CCC2=O)cc1 | 14.7 | -4.6
CC1=C(C(=O)Nc2ccc(F)c(F)c2)C(c2cccc(Cl)c2)NC(=O)N1 (stereo not drawn) | 6.0 | 2.1
Cc1nnsc1C(=O)NCc1cc(F)cc2c1OCOC2 | . | -3.7
CSc1nccc(-c2ccc(S(=O)(=O)n3nc(C)c(Br)c3C)s2)n1 | . | 1.2
O=C(Cc1c(F)cccc1Cl)N1CC2CC1CC2NS(=O)(=O)c1ccccc1 (stereo not drawn) | 2.1 | 2.5
O=C(O)c1nnn(-c2ccc(Cl)cc2)c1C(F)(F)F | 5.5 | 0.5
CCS(=O)(=O)Nc1ccc(C2(C(=O)NCc3cccc(C)c3)CCC2)cc1 | -1.9 | -3.4
COc1ccc(OC)c(CN2CCN(Cc3ccc([N+](=O)[O-])cc3)CC2)c1 | 10.6 | -1.9
CCOC(=O)CC[C@@H]1CC[C@]2(CCCN(Cc3nccn3C)C2)O1 | 1.8 | -6.6
CS(=O)(=O)N1CCc2cc(S(=O)(=O)NC(c3ccccc3)c3ccccc3)ccc21 | -10.9 | .
CCc1ccc(NC(=O)CSc2nc3[nH]ncc3c(=O)n2-c2cccc(Cl)c2)cc1 | 16.0 | -8.3
CCCc1noc(-c2cccnc2N2CCCN(Cc3ccc(F)cc3)CC2)n1 | -47.0 | -4.2
COc1nccnc1NS(=O)(=O)c1ccc(NC(=O)c2c(Cl)cccc2Cl)cc1 | 5.4 | -5.7
O=S(=O)(c1ccc2c(c1)OCCO2)N1CCCn2nc(-c3cccc(Cl)c3)cc2C1 | 1.0 | -5.5
COc1ccc(NC(=O)c2cc3c(s2)CN(C2CC2)C3)cc1OC | 0.1 | -2.7

(further entries)
| Structure | mHTT CaM bind | Pf apPOL inh |
| --- | --- | --- |
| COCCNC(=O)Cn1c(CO)cnc1SCC(=O)Nc1ccc2c(c1)OCCO2 | -3.6 | 3.0 |
| CC(C)(C)C1CCC2(CC1)NC(=O)N(CC(=O)NCCCc1ccccc1)C2=O (stereo not drawn) | -2.1 | -4.8 |
| CN(C)c1ccc(-c2nc3ccccc3[nH]2)cc1 | 11.3 | -6.1 |
| O=[N+]([O-])c1cc(Br)cc(C=Nc2ccc(I)cc2)c1O | 8.0 | -6.3 |
| CCOc1ccc(/C=c2\sc3n(c2=O)CN(c2cccc(C(C)=O)c2)CN=3)cc1 | 5.0 | -3.1 |
| O=C(c1c(F)c(F)c(F)c(F)c1F)N1CCc2ccccc2C1 | -11.9 | -0.2 |
| Cc1ccc(C(=O)NCc2ccc(N3CCOCC3)nc2)cc1F | -8.2 | -1.2 |
| CCSC1=NSC2=NC(=O)/C(=C\c3ccc([N+](=O)[O-])cc3)C(=N)N12 | 14.0 | 0.8 |
| O=C(Nc1cccc([N+](=O)[O-])c1)C1CCN(S(=O)(=O)c2ccc(F)cc2)CC1 | 4.5 | -5.5 |
| Cc1ccc(NC(=O)Nc2nccn(-c3ccc(Br)cc3)c2=O)cc1C | -2.0 | -1.6 |
| Cc1ccc(CNC(=O)c2cc(S(=O)(=O)N3CCc4ccccc43)ccc2F)cc1 | 2.0 | -1.2 |
| CCOc1ccc(C(=O)Nc2c3c(nn2-c2cccc(C)c2C)CS(=O)(=O)C3)cc1 | 8.0 | -1.3 |
| COc1ccc(-c2nc3cc(C)ccn3c2NC(=O)C(Cl)Cl)cc1OC | 27.7 | 7.8 |
| CC(C)NC(=O)C1CCN(c2ncccc2-c2nc(-c3cccc(Cl)c3)no2)CC1 | -8.5 | -2.9 |
| CC(C)c1cc(C2CCCN2Cc2ccc(F)cc2)no1 (stereo not drawn) | -22.1 | -1.1 |
| Cc1cc(C)cc(NC(=O)c2cc(S(=O)(=O)NCc3ccc(F)cc3)ccc2F)c1 | 20.0 | 35.1 |
| Cc1ccc(Cn2cc(CN3[C@H](C)COc4cc(Br)ccc4S3(=O)=O)nn2)cc1 | -6.4 | -4.3 |
| CCOC(=O)c1ccc(NC(=O)N2CCC(c3cc(-c4cccc(OC)c4)n[nH]3)CC2)cc1 | 37.1 | -0.4 |
| CCC(CC)C(=O)Nc1cc(OC)c(Cl)cc1OC | -8.1 | -6.5 |
| O=C(CN1C(=O)CCC1=O)NCC(O)c1cccc2ccccc12 (stereo not drawn) | -13.2 | -4.2 |
| CCNC(=O)C(C1CCCC1)N1CCN(C(=O)c2ccc(Cl)c(Cl)c2)CC1 (stereo not drawn) | 9.9 | -2.4 |
| CC12CC=C(C#N)C1(C)CC=C2C#N (stereo not drawn) | . | -3.1 |
| COc1ccc(C=C2Oc3cc(O)ccc3C2=O)c(OC)c1OC | -9.3 | 3.3 |
| Cc1nn(Cc2ccccc2)c2c1C(c1cccc([N+](=O)[O-])c1)C(C#N)=C(N)O2 (stereo not drawn) | 10.7 | -1.4 |
| COc1cc(OC)c(NC(=O)Cc2nn(C)c(=O)c3ccccc23)cc1Cl | 2.0 | -3.8 |
| Cn1nnc2c(N3CCN(C(=O)C4c5ccccc5Oc5ccccc54)CC3)ncnc21 | 58.1* | -0.7 |
